SR-BI HDL uptake: blocks mouse SR-BI lipid uptake from DiI-HDL; ldlA[mSR-BI] CHO cells, DiI-HDL uptake fluorescence, 3 h; inhibition, % at 12.5 µM; actives 0.96% (n = 320,000);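 active = mean replicate inhibition of at least 70% and a set share of replicates each scoring 70 or more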;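 also: 0% = median of neutral control wells and 100% = median of positive control wells; values of inactives mirror those of a sister screen read the other way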
Target sequence (Q61009 whole entry, looked up): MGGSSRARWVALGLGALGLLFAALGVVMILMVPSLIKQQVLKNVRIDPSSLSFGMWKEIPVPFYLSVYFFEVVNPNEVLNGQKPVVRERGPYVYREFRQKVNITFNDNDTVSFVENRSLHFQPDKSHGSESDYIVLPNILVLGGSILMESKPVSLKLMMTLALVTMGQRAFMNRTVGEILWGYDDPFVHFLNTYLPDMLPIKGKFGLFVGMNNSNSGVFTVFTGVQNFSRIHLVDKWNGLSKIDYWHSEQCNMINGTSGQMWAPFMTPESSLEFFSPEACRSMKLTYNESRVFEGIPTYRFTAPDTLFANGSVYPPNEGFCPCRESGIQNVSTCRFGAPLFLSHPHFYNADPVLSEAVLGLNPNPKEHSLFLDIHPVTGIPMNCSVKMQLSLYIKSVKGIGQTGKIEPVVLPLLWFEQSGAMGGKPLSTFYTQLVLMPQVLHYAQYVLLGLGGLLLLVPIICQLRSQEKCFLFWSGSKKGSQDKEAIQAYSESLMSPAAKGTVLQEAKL
Tat export inh: blocks Tat-dependent protein export in E. coli. E. coli MC4100 TorA-mCherry Tat export, fluorescence. inhibition, % at 10 µM. actives 0.036% (n = 340,000);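 active = mean replicate inhibition at least 50% and at least half of replicates individually reaching 50%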;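 also: exported cargo escapes ClpAP degradation while cytoplasmic cargo is degraded and loses fluorescence; 0% = median of neutral control wells and 100% = median of NaSCN control wells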
Wnt bcat act: activators of Wnt/beta-catenin signaling; Wnt/beta-catenin reporter cell assay, activator, plate reader; activation, % at 9.35 µM; actives 1.2% (n = 300,000); AID 743398; in the data active = activation above about 30%, passing the limit was not always enough;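 also: 0% = neutral control wells and 100% = positive control wells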
AddAB inh: less growth of phage-infected E. coli with AddAB | AID 435030 | E. coli expressing H. pylori AddAB, absorbance growth | inhibition, % at 11.9 µM | actives 0.29% (n = 330,000); in the data active = inhibition above about 12%;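 also: 0% = vehicle wells of infected cells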
phage Ecoli inh: E. coli growth loss with phage present; growth absorbance; inhibition, % at 11.9 µM; actives 0.26% (n = 360,000); AID 651602; in the data active = inhibition above about 11%
CAL PDZ FP-1: blocks peptide binding to the human CAL PDZ domain; inhibition, % at 24.9 µM; actives 0.92% (n = 300,000); AID 602252; purified CAL PDZ, TMR-peptide fluorescence polarization, 1 h;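 active = mean inhibition of at least 30% with at least half of replicates also reaching 30%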;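 also: 0% = DMSO neutral control and 100% = excess unlabeled competitor peptide PRC23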
SR-BI DiI-HDL act: activators of SR-BI mediated HDL lipid uptake; CHO ldlA[mSR-BI] cells, DiI-HDL uptake fluorescence, 3 h; 100 = double the neutral-control signal; actives 0.096% (n = 320,000); activation, % at 12.5 µM;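 active = mean replicate activation of at least 60% and every replicate at or above 60%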;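 also: 0% = median plate neutral-control signal and 100% = twice that signal; values of inactives mirror those of a sister screen read the other way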
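Material: SR-BI-overexpressing, LDLR-lacking CHO cells | Dosing: Single compound concentration, delivered by pin transfer | Probe or stimulus: Labelled HDL, 10 µg/mL | Signal: Bottom-read cell fluorescence after medium removal, ex 550/em 595 nm | Schedule: 3 h, 37 °C | Evaluation: HDL uptake via cellular fluorescence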
E coli growth: bacterial growth inhibition, counter-screen for AddAB inhibitors | E. coli V3065 growth, OD600 absorbance, 18 h | inhibition, % at 11.9 µM | actives 0.27% (n = 330,000);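 active = inhibition above the campaign's mean inhibition across all tested compounds plus 3 SD, cut at about 9.9% in these data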;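 also: uninfected addAB+ strain grown without phage in ampicillin broth; 0% = DMSO wells and 100% = ciprofloxacin 0.95 µg/ml wells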
CAL PDZ FP-2: inhibitors of human CAL PDZ peptide binding | Q9HD26 | inhibition, % at 20 µM | actives 0.02% (n = 330,000) | purified CAL PDZ, TMR-peptide fluorescence polarization, 1 h | AID 504414;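 active = highest replicate inhibition of at least 40%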;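 also: plate controls were DMSO neutral control wells for no effect and unlabeled competitor peptide control wells for full effect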
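Read-out basis: mP drop reported as inhibition | Assay system: Tagged CAL PDZ protein CerCALP, purified | Benchmarks: Unlabelled peptide for full inhibition, DMSO wells as neutral | Schedule: 1 h incubation at room temperature before polarization reading | Buffer or medium: Sodium phosphate/NaCl buffer pH 7.4 with TCEP, IgG, Thesit | Doses: Single point, 20 µM | Measured by: Fluorescence polarization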
MITF act: MITF TRPM1 promoter activation in melanoma cells. SK-MEL-5 TRPM1-promoter luciferase, 24 h; % of positive control, neutral wells = 0. activation, % at 12.5 µM. actives 0.75% (n = 300,000). AID 588334;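 active = mean activation of at least 80% with every replicate also reaching 80%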;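 also: 0% = neutral control wells and 100% = parthenolide positive control wells; values of inactives mirror those of a sister screen read the other way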
* = called active by the depositor; · = not tested or not shown.

Values in the order: E coli growth, MITF act, AddAB inh, CAL PDZ FP-1, SR-BI HDL uptake, Tat export inh, SR-BI DiI-HDL act, phage Ecoli inh, Wnt bcat act, CAL PDZ FP-2
CC(=NCc1ccco1)c1c(O)n(-c2ccc(C)cc2)c(=O)[nH]c1=O
    1.0, 10.7, -0.2, -1.9, 2.5, -8.1, -2.5, 1.2, 1.1, -0.7
c1ccc2c(c1)Sc1ccccc1N2CC1CN2CCC1CC2 (centres undefined)
    0.3, -9.8, 0.2, -1.0, -12.0, 5.2, 12.1, 2.7, 1.1, 1.5
C[C@]12CC[C@H](O)C[C@H]1CC[C@@H]1[C@@H]2C[C@@H](O)[C@]2(C)[C@@H](C3=CC(=O)OC3)CC[C@]12O
    -4.3, -70.6, -1.4, 0.5, -4.4, -9.1, 4.4, 4.3, -23.0, 0.3
CCC(CC)NCc1c[nH]c2ccccc12
    -0.9, -0.8, 5.5, -5.2, -15.5, 4.5, 15.5, 1.5, -7.7, -2.5
Cc1cccc(OP(=O)(Oc2ccccc2)OC(c2ccccc2)C(F)(F)F)c1 (centres undefined)
    -1.5, 7.0, 1.6, 0.1, 11.0, 9.9, -11.0, 1.5, 6.2, -1.2
CC1(C)C(C(=O)N2CCN(c3ccc(Cl)cc3)CC2)C1(C)C
    0.4, 6.7, -0.4, -2.0, 5.4, 2.0, -5.4, 1.9, 0.9, 0.2
CCOC(=O)c1c(-c2ccc(OC)cc2)oc2ccc(OC(=O)N(C)C)cc12
    -0.6, -9.1, 0.7, -0.8, 44.6, 9.5, -44.6, 1.2, -2.7, -1.7
Cc1nc2c(-c3ccccc3)c(C)nn2c(C)c1CCC(=O)N1CCC2(CC1)OCCO2
    2.4, ·, 3.1, -4.0, -5.6, -0.1, 5.6, 1.8, -3.1, -2.4
O=C(Cc1ccccc1)N1CCN(CCCc2ccccc2)CC1
    ·, -13.4, ·, 5.8, -2.3, -0.6, 2.3, 1.8, -2.2, -0.1
C(CCc1nn[nH]n1)CCc1nn[nH]n1
    0.3, 13.4, 3.5, 0.1, -38.3, -15.2, 38.3, 1.5, -0.9, 0.0
COc1ccc(NC(=S)NC(NC(=O)CF)C(Cl)(Cl)Cl)cc1[N+](=O)[O-] (centres undefined)
    -1.2, -0.9, -0.9, ·, 30.0, -13.4, -30.0, -1.0, -0.6, 0.4
CC1c2ccccc2-n2nncc2CN1C (centres undefined)
    ·, 6.4, ·, -4.2, 5.6, -13.2, -5.6, 1.7, -0.6, 0.0
COc1ccc2[nH]c3c(c2c1)CCNC3
    -2.2, -5.5, 1.3, 1.1, -2.1, 1.2, 2.1, 2.2, -0.9, 0.0
CC(C)Oc1cccnc1N(C)C1CCN(Cc2ccccc2)CC1
    ·, 9.6, ·, -1.9, 4.1, 4.6, -4.1, 3.2, -1.0, 0.3
Cc1noc(C)c1C(=O)N1CCC2(CC1)OCCO2
    -1.3, 2.9, -1.0, 1.5, 4.3, -7.2, -4.3, 2.4, 1.3, -0.4
O=C1C2CCCN2C(c2cccnc2)N1c1ccc(Cl)cc1 (centres undefined)
    -2.1, ·, -0.2, -6.0, 3.2, -8.4, -3.2, 2.3, 3.7, -0.7
CCOP(=O)(OCC)C1(C(=O)O)CCCC1
    2.2, ·, 0.9, ·, 10.7, -12.0, -10.7, -2.1, -2.1, -0.2
O=C(Oc1c(Cl)cc(Cl)c2ccccc12)N1CCCCC1
    -0.5, 6.5, 3.6, -0.8, 19.9, 9.2, -19.9, 1.5, ·, -0.4
Cc1cc(OC(C)C(=O)NCC(O)c2ccccc2)c2c3c(c(=O)oc2c1)CCC3 (centres undefined)
    0.1, -1.3, 0.1, ·, 5.9, -1.2, -5.9, 0.0, -2.7, 0.3
CN(C)P(=O)(CCl)Nc1ccccc1 (centres undefined)
    0.2, 8.7, 2.9, -0.7, -5.9, 3.0, 5.9, 5.1, ·, -0.2
COc1ccccc1NC(=O)c1cn(CCC#N)nc1-c1ccc(F)cc1
    ·, ·, ·, -4.2, 29.6, -13.8, -29.6, 2.3, 2.9, -0.1
COCCNC(=O)c1ccc(N2CC3CC(C2)c2cccc(=O)n2C3)c([N+](=O)[O-])c1 (centres undefined)
    -2.1, 5.7, 0.0, -1.5, -14.2, -12.7, 14.2, -3.0, 0.4, -1.1
COc1cccc(-n2c(O)c(C=NCc3ccc4c(c3)OCO4)c(=O)[nH]c2=O)c1
    1.4, -0.9, 1.6, ·, -8.1, 12.1, 8.1, 2.3, ·, -1.1
O=c1[nH]c(=S)n(CCC2=CCCCC2)c(O)c1C=NC1CCN(Cc2ccccc2)CC1
    0.1, ·, 3.1, -0.3, 19.8, -1.8, -19.8, 3.3, -0.8, -0.4
O=C(COc1ccc(Br)cc1)N1CCN(Cc2ccc3c(c2)OCO3)CC1
    3.8, 8.6, -0.3, -1.2, 9.8, 0.8, -9.8, -3.4, 0.1, -0.7
N#Cc1c(Br)n(C2OC(CO)C(O)C2O)c2ncnc(N)c12 (centres undefined)
    ·, ·, ·, -9.5, 13.4, -1.3, -13.4, 2.8, -5.6, -0.5
CCCCn1c(N)c(C(=O)NCCN2CCOCC2)c2nc3ccccc3nc21
    -1.3, 3.0, 1.9, 1.1, ·, 1.6, ·, 2.1, -1.3, -1.3
Clc1ccccc1CN1CCN(c2cccc3[nH]ccc23)CC1
    2.1, ·, 4.5, -1.3, -4.5, -4.1, 4.5, ·, ·, -1.3
COc1ccc(N=Nc2c(O)[nH]c(=S)[nH]c2=O)cc1
    2.7, 3.7, 4.5, -17.4, -8.5, -4.4, 8.5, 2.7, 24.8, -2.6
Cc1ccccc1-c1ccc2n1Cc1cnnn1-c1ccccc1-2
    ·, 10.8, ·, -0.9, -7.8, 14.2, 7.8, 1.7, -0.3, 0.2
N=C1c2ccccc2CN1NC(=O)c1ccc(Cl)cc1
    1.2, 4.9, 2.1, 0.0, -22.7, -10.9, 22.7, 3.3, ·, -0.2
NC(=O)CSc1nnc([C@@H](N)Cc2c[nH]c3ccccc23)o1
    -2.3, ·, 1.7, 0.7, -32.1, -5.0, 32.1, 3.4, 13.8, -1.8
Cc1cc(N2C(=O)C3CCCN3C2c2ccccc2)no1 (centres undefined)
    1.6, ·, 0.9, -4.1, -13.4, -1.6, 13.4, 1.2, -1.1, ·
COc1cc2c(cc1C=O)OCO2
    -0.5, -1.9, -0.7, -2.6, -12.3, -3.8, 12.3, 3.6, -1.5, -0.8
C=Cn1ccnc1P(=S)(c1cc(N(CC)CC)ns1)c1nccn1C=C
    0.4, -4.2, 0.4, -4.4, -11.1, -8.3, 11.1, 1.2, ·, 0.1
O=C(c1cc(S(=O)(=O)N2CCCCC2)ccc1F)N1CCC2(CC1)OCCO2
    -0.7, -1.2, 0.1, -1.8, 13.1, 6.4, -13.1, 1.4, -2.4, -2.2
COc1ccc(Cl)cc1C(=O)C1CCCN(Cc2cnc(C)s2)C1 (centres undefined)
    0.8, -4.0, -0.8, -2.9, 8.7, -1.4, -8.7, 5.0, -1.3, -0.1
CC1(C(=O)O)CCCC2(C)c3cc(O)ccc3CCC12 (centres undefined)
    2.5, ·, 1.9, ·, ·, ·, ·, 0.8, -3.5, ·
CCCC[N+]12C3C[C@H](C4[C@H](O)[C@]5(C[C@@H]41)c1ccccc1N(C)[C@@H]35)[C@H](CC)[C@H]2O (some centres undefined)
    0.1, 3.8, -2.4, -0.8, -1.7, -6.4, 1.7, 1.4, -2.5, 0.6
Cc1ccc(C)c(NC(=O)CSc2nnc([C@@H](N)Cc3c[nH]c4ccccc34)o2)c1
    -0.3, 1.2, 3.0, 2.4, 11.9, -3.0, -12.0, 3.9, -4.5, 0.2
COC(=O)C1=C(c2ccc(-c3ccccc3)c(F)c2)C[C@@H]2CC[C@H]1N2C(=O)NCCO
    -0.7, -6.6, -0.3, -4.1, -15.9, -11.3, 15.9, 1.3, -1.6, -1.5
COc1ccc(CNC(=O)C(NC(C)=O)C(C)C)cc1OC (centres undefined)
    2.1, 1.6, 0.3, -5.3, 8.9, 1.2, -8.9, 3.5, -0.3, 0.4
CN(C)Cc1c[nH]c2ccc([N+](=O)[O-])cc12
    ·, -4.6, ·, -2.4, -11.7, 3.0, 11.7, 5.4, 0.4, 0.0
CCN1C[C@]2(CO)CC[C@H](OC)[C@@]34C2[C@H](OC)[C@@](O)(C13)[C@@]1(O)C[C@H](OC)[C@H]2C[C@@H]4[C@@H]1[C@H]2OC
    -0.1, -0.6, 2.4, 4.0, ·, -0.9, ·, 1.5, 0.2, 1.6
CCOC(=O)C1(c2ccccc2)CCN(CC(=O)c2ccc(NC(C)=O)cc2)CC1
    ·, -0.4, ·, 0.8, 3.2, 1.7, -3.2, 1.9, -1.8, 0.0
O=[N+]([O-])c1ccc(Cl)cc1
    0.2, -8.9, 0.8, -3.8, -2.6, 1.3, 2.6, 4.3, 1.3, -0.5
Cc1c(NC(=O)C(C)OC(=O)Cc2ccccc2)c(=O)n(-c2ccccc2)n1C (centres undefined)
    0.0, 6.7, 3.8, ·, -15.9, 2.7, 15.9, 2.5, -3.6, -0.7
CN=C1CN(O)C(c2ccccc2)=c2cc(Cl)ccc2=N1
    -0.2, 0.5, -0.9, -2.4, 8.4, 10.0, -8.4, 1.6, -0.5, -0.3
COCCCn1c(N)c(C(=O)Nc2sc3c(c2C(=O)OC)CCCC3)c2nc3ccccc3nc21
    -2.1, 5.4, 0.3, -2.0, -3.3, -4.5, 3.3, -4.6, ·, -2.2
COCCOC(=O)C1=C(C)OC(N)=C(C(=O)OC)C12C(=O)Nc1ccccc12 (centres undefined)
    3.6, -6.3, 1.3, -8.8, -23.4, -13.9, 23.4, 1.6, ·, -1.0
O=C(N/N=C/c1c(O)n(C2CC2)c(=S)[nH]c1=O)c1ccccc1
    1.3, -8.2, 4.8, 0.3, 20.4, -7.0, -20.5, -0.2, -0.3, -2.2
CC1=NN=C(c2ccc(N)cc2)c2cc3c(cc2C1)OCO3
    -1.0, 2.7, 1.6, -3.0, 55.4, -7.5, -55.4, 0.7, -1.2, -0.1
COc1cc2c(cc1OC)[C@@H]1C(=O)c3ccc4c(c3O[C@@H]1CO2)C[C@H](C(C)C)O4
    0.5, ·, 1.3, -1.8, 18.6, 3.2, -18.6, 0.2, -1.1, 1.7
CCNCCNc1ccc([N+](=O)[O-])c2cccnc12
    0.1, ·, 3.6, ·, 5.3, 1.7, -5.3, 6.1, 14.5, -0.7
O=C(O)C1C2CC3CC(C2)CC1(n1ncc(N2CCC4(CC2)OCCO4)c(Cl)c1=O)C3 (centres undefined)
    -2.7, -2.3, -1.2, -12.8, ·, -8.5, ·, 0.9, -1.9, -0.3
CN1CCN(Cc2ccc(N)cc2)CC1
    1.4, -7.0, 2.0, -0.3, -33.2, 1.5, 33.2, 4.4, -0.5, -3.6
CCCC(CCC)C(=O)OC[N+](C)(C)CCOC(=O)C(O)(c1ccccc1)C1CCCC1 (centres undefined)
    -3.4, -2.4, -2.5, -2.7, -22.3, 8.8, 22.3, 3.1, 0.8, -1.9
CCCCn1c(O)c(C(C)=NCc2ccc3c(c2)OCO3)c(=O)[nH]c1=O
    0.2, 4.0, 2.2, -4.4, 2.8, 1.5, -2.8, 4.0, 1.1, -1.0

Screens from PubChem.

A portion of the library (hit frequency here may not be typical).
